Source: PubChem (National Center for Advancing Translational Sciences (NCATS))
TSG101-PTAP inh – blocks PTAP/TSG101 interaction to inhibit HIV-1 budding | Q99816 | Fluorescence polarization, FITC-PTAP peptide / Tsg101 binding | Potency, µM (highest dose often 115 µM), inactives show at the highest dose activity change, negative = inhibition, most hits filed as inhibitors | 340,000 tested, under 10 active; active = well fitted inhibition curve with a large enough effect in the main read-out, with a control signal flat, not every such curve was filed as active; inconclusive = small, poorly fitted or top-dose-only effect, or effect the other way, or a change in a side signal; inactive = no such curve, though single readings can be large or run the other way; also: potency is read from the fitted curve at half-maximal effect; % of control where 0% means no effect
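Compounds were pin-transferred onto Tsg101 binding domain (10 uM final) in HEPES pH 7.5 buffer, then FITC-PTAP peptide was added at 50 nM final. After 20 min at RT, polarization reported peptide displacement across a qHTS concentration series.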
a7 integrin act – activates integrin-mediated alleviation for muscular dystrophy; 350,000 tested, 0.064% active; alpha7betagal myoblasts, beta-gal FDG fluorescence, 48 h; Potency, µM (highest dose often 38.3 µM), without a hit: top-dose activation, actives largely listed as activators; AID 624291;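 also: potency is read from the fitted curve at half-maximal effect; 100% = response of the positive control SU9516; nearly all actives have a fitted effect of over 60% in size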
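alpha7betagal+/- myoblasts (passage 13, 250/well) treated 48 h at 37C with compounds at 1:260 dilution of DMSO stock. Lysed, then beta-galactosidase activity read as FDG fluorescence (ex 480/em 540) after 30 min, with pre-read for autofluorescence.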
AT treatment – candidate therapy for ataxia-telangiectasia; […] A-T fibroblasts, KAP-1 phosphorylation AlphaLISA; neocarzinostatin DNA damage 30 min before lysis; Potency, µM (top dose mostly 57.5 µM), for the others: top-dose activation, hits mostly activators; 320,000 tested, 0.19% active; also: potency is read from the fitted curve at half-maximal effect; % of control where 0% means no effect; nearly all actives have a fitted effect of over 45% in size
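ATM-like activity read as KAP-1 phosphorylation via AlphaLISA donor/acceptor antibody pairs after lysis and 6 hr at 25C. Cells were ATM-null patient fibroblasts ([…], hTERT), dosed 60 min, then exposed to the DSB inducer NCS for 30 min.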
B2AR arrestin – beta2AR (human) beta-arrestin recruitment activity; 330,000 tested, 0.02% active; beta-arrestin recruitment to beta2AR, cell-based reporter; Potency, µM (series often up to 46.1 µM), without a hit: top-dose activation, actives largely listed as activators; P07550; AID 492947;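 also: potency is read from the fitted curve at half-maximal effect; 0% = DMSO controls and full agonism = EC100 isoproterenol or metaproterenol; nearly all actives have a fitted effect of over 65% in size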
MLL CXXC-DNA inh – inhibitors of human MLL CXXC domain-DNA interaction. AID 2662. Q03164. MLL-CXXC / FITC-HOXA9 DNA fluorescence polarization. Potency, µM (titrated, usually from 115 µM), for the others: at the top dose activity change, negative = inhibition, actives largely listed as inhibitors. 290,000 tested, 0.037% active; active = well fitted inhibition curve with a large enough effect in the polarisation, with a control signal flat, not every such curve was filed as active; inconclusive = small, poorly fitted or top-dose-only effect, or effect the other way, or a change in a side signal; inactive = no such curve, though single readings can be large or run the other way; the % refers to the polarisation; also: potency is read from the fitted curve at half-maximal effect
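Purified MLL-CXXC (added from a 7 uM solution) was preincubated 5 min at ambient with pinned compounds in 50 mM Tris-HCl pH 7.5, 50 mM NaCl, 1 mM DTT, 0.05% BSA. Fluorescein-labeled HOX-A9 DNA (50 nM solution) followed, 30 min, then polarization read.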
p53 reactivator – mutant p53 re-activation in reporter cells. H1299 p53-A138V BP100-luciferase reporter, luminescence, 24 h. Potency, µM (series often up to 92.2 µM), for the others: at the top dose activity change, positive = activation, most hits filed as activators. 320,000 tested, 0.063% active; also: potency is read from the fitted curve at half-maximal effect; % of control where 0% means no effect; nearly all actives have a fitted effect of over 45% in size
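H1299 (p53-null), stable ts p53-A138V + BP100-Luc; 1000 cells/well, Opti-MEM/10% FBS; cpd 4 pt, 1:5; 24 h, 37 deg C, 5% CO2; detection reagent 10 min RT; luminescence.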
ELG1 DNA repair – ELG1-dependent DNA repair inhibition; AID 504467; 330,000 tested, 2.3% active; HEK293T ELG1-luciferase reporter, luminescence, 16 h; DNA damage induced by 5-fluorouridine; Potency, µM (top dose mostly 46.1 µM), for inactives: at the highest dose activity change, negative = inhibition, most hits filed as inhibitors; also: potency is read from the fitted curve at half-maximal effect; % is scaled to controls: 0 for no effect and ±100 for the full control effect; nearly all actives have a fitted effect of over 55% in size
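Reporter activity after DNA damage by 5-fluorouridine is monitored. Compound-treated cells incubate 16 hr at 37 °C, then ONE-Glo is added for 30 min before luminescence reading.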
BRCA1 expr act – increases BRCA1 expression. MCF7-BRCA1-FFLuc reporter, luminescence, 48 h; response scale: scaled: vehicle 0%, 10 µM genistein 100%. Potency, µM (titrated, usually from 46.1 µM), for inactives: top-dose activation, actives largely listed as activators. 380,000 tested, 1.1% active. AID 624202; also: potency is read from the fitted curve at half-maximal effect; nearly all actives have a fitted effect of over 80% in size; some results filed as inactive show a strong effect at the top dose
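Cells: MCF7-BRCA1-FFLuc, 2000/well. Exposure: 48 h, 37 °C, 5% CO2. Read: luminescence, 15 min post-substrate. Controls: genistein 10 microM (maximal activation), DMSO (neutral).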
TCR act – activators of T cell receptors; primary human leukocytes, anti-CD3, IL-2 HTRF, 48 h; Potency, µM (top dose mostly 9.22 µM), for inactives: top-dose activation of IL-2 secretion, most hits filed as activators; 330,000 tested, under 10 active; AID 504894; also: % of control where 0% means no effect
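Primary human leukocytes incubated 48 hr with anti-CD3 beads plus compound, without co-stimulation. Secreted IL-2 measured by HTRF (europium cryptate/d2 anti-IL-2 pair, 320 nm excitation, 665 nm emission).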
TRPV1 ag – activates the human vanilloid receptor TRPV1; TRPV1-expressing cells, Fluo-8 calcium influx, agonist mode; Q8NER1; 320,000 tested, 0.19% active; activation, % at 8.33 µM; in the data active = activation above about 80%; inconclusive = between about 30% and that limit; also: 0% is about no effect
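Cells expressing TRPV1 were dye-loaded with Fluo-8 and read kinetically: 10 s baseline, 3 min after compound (agonist portion), then 2 min after EC20 capsaicin (allosteric enhancer portion). Calcium-bound dye fluorescence at 480/520 nm.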
Starred values were filed as active, the others as inactive; ? = inconclusive; . = not tested or not shown; [ ] = remark or other dose. Unless noted, calls follow the shape of the dose curve; as a rule, active = well fitted curve in the direction sought with a large enough effect; inconclusive = small, poorly fitted or top-dose-only effect, or another doubt; inactive = no such curve, though single readings can be large; an effect the other way counts as inactive or inconclusive.

SMILES	TSG101-PTAP inh	a7 integrin act	AT treatment	B2AR arrestin	MLL CXXC-DNA inh	p53 reactivator	ELG1 DNA repair	BRCA1 expr act	TCR act	TRPV1 ag
CCc1cccc(C)c1NC(=S)N(CCN(C)C)C(C)c1ccco1 (stereo unspecified)	-4.0%	-6.4%	-27.3%	0.3%	-10.3%	-0.8%	-5.4%	-7.5%	3.8%	0.7
Cc1ccc(-c2cc(-c3n[nH]c(=S)o3)c3ccccc3n2)cc1	0.3%	40.1%	-2.3%	-1.2%	1.0%	2.3%	-27.6%	-4.7%	4.5%[46.1 µM]	9.0
Cc1ccc(C(=O)CSc2cc(C)nc(SCC(=O)c3ccccc3)n2)cc1	0.8%	-43.7%	5.6%	0.0%	17.1%	-0.3%	?	-40.1%	-5.4%	5.1
CCc1ccc(NC(=S)N(Cc2ccccc2)Cc2ccccn2)cc1	-2.5%	0.0%	0.8%	-0.7%	-3.5%	3.3%	9.8%	-1.8%	1.2%	4.0
CCCCn1c(N)c(Sc2ccccc2[N+](=O)[O-])c(=O)[nH]c1=O	0.5%	2.5%	-0.3%	-0.5%	-16.6%	-5.2%	-4.2%	-3.4%	1.4%	-0.2
Cc1nc2ccccc2n1CCC(=O)O	-0.2%	-10.3%	.	-0.6%	3.8%	-0.7%	3.5%	3.9%[1.84 µM]	-1.0%	1.7
Cc1ccc(NS(=O)(=O)c2cccc(C(=O)Nc3c(C)n(C)n(-c4ccccc4)c3=O)c2)cc1	-4.6%	10.2%	3.6%	-1.0%	0.7%	-2.4%	?	-2.3%	3.6%	-3.7
O=C(N/N=C\c1ccccn1)C1c2ccccc2Oc2ccccc21	-1.8%	-25.3%	-7.2%	0.1%	-6.8%	-0.8%	5.7%	-41.4%	-2.9%	?
Cc1cccc(/C(N)=N/OC(=O)N2c3ccccc3Sc3ccccc32)c1	-0.9%	18.8%	-1.5%	-0.2%	10.1%	-10.0%	2.5%	-16.3%	7.5%	-0.8
Cc1ccc(C(=O)N2CCN(c3ccccc3)CC2)cc1NC(=O)c1ccco1	0.1%	34.6%	5.9%	0.3%	-5.8%	-9.0%	?	2.6%	1.3%	-3.6
O=C(NCC(=O)N(Cc1ccco1)C(C(=O)NC1CCCCC1)c1ccncc1)c1cccs1 (stereo unspecified)	-2.4%	-4.4%	-11.3%	0.0%	-2.2%	-3.3%	-3.5%	-13.0%	-1.6%	-0.5
O=S(Cc1ccccc1)CC(O)(c1ccccc1)c1ccccc1 (stereo unspecified)	-2.4%	-8.2%	-9.5%	-0.4%	-10.2%	7.5%	-0.2%	-1.3%	0.8%	4.9
CCOC(=O)CCCNC(=O)c1cncc(O)c1	-6.1%	9.4%	-1.4%	-0.3%	-2.5%	-1.2%	-5.4%	2.3%	4.8%	4.0
O=C(c1cccc(S(=O)(=O)Nc2ccccc2Cl)c1)N1CCN(C(=O)c2ccco2)CC1	-2.5%	18.9%	-5.5%	-0.8%	-2.8%	-1.5%	-3.9%	0.0%	0.0%	-3.6
O=C1NN=C(c2ccc(Cl)cc2)CC1c1cccc(Cl)c1 (stereo unspecified)	1.1%	24.3%	1.6%	-0.4%	16.4%	-20.9%	?	-48.7%	0.8%	0.9
COc1ccc(NC(=O)CCN2CCN(S(=O)(=O)c3ccc(C(C)C)cc3)CC2)cc1	-5.6%	-1.2%	3.7%	0.0%	-3.3%	-2.4%	?	-21.0%	.	0.8
CCOc1cc(S(=O)(=O)NCCc2ccccc2C)c(OCC)cc1-n1cnnn1	-2.4%	19.7%	-6.2%	-0.2%	2.1%	-6.9%	?	1.1%	0.1%	-0.9
Cc1ccc(NC(=O)CCC(=O)NNC(=O)COc2ccc([N+](=O)[O-])cc2)cc1C	0.5%	?	1.4%	-0.3%	3.2%	-0.4%	5.1%	-9.0%	-0.4%	-1.7
CC1=CC(C2CC(=O)N(c3ccccc3C)C2=O)CC2C(=O)N(c3ccccc3C)C(=O)C12 (stereo unspecified)	-1.0%	3.0%	.	-1.7%	-5.5%	-2.5%	-15.8%	-7.2%	0.9%[46.1 µM]	15.3
NC(=O)CSc1nnc(-c2ccco2)n1-c1ccccc1	-4.3%	7.7%	3.3%	0.0%	-3.9%	5.0%	1.2%	-5.9%	5.8%	-0.1
CN(CC(=O)Nc1ccccc1Br)C(=O)CNC(=O)Cc1cccc2ccccc12	.	-6.0%	4.4%	-0.3%	2.8%	-8.7%	-5.8%	-12.1%	0.2%	-2.5
CC(C)C(=O)NNC(=O)CSc1ncnc2c1cnn2-c1ccccc1Cl	-3.6%	-34.8%	4.5%	0.9%	0.1%	-5.1%	?	-6.1%	-3.1%	-4.1
CCSc1nnc(NC(=O)C(C)Sc2nc3ccccc3[nH]2)s1 (stereo unspecified)	-3.2%	0.6%	0.7%	0.2%	-6.9%	-5.3%	19.4%	11.7%	1.0%[46.1 µM]	17.8
O=C(NCc1ccc(F)cc1)C(=O)c1cn(CC(=O)N2CCCC2)c2ccccc12	-5.6%	36.1%	-4.2%	-0.8%	4.2%	-2.7%	-3.0%	18.4%	-1.7%	2.4
COc1ccc(-c2nnc3sc(CCN4C(=O)c5ccccc5C4=O)nn23)cc1	-3.6%	0.8%	0.8%	0.5%	2.9%	-3.4%	-0.5%	-25.8%	1.9%	0.1
O=C(Nc1cc(Cl)cc(Cl)c1)c1ccno1	-2.1%	-43.1%	-4.5%	-1.2%	8.8%	-2.6%	-5.4%	-3.9%	8.5%	2.3
O=C(c1ccc(CS(=O)(=O)c2ccc(Br)cc2)o1)N1CCCC1	-6.5%	21.6%	-11.4%	0.0%	3.4%	6.7%	-6.3%	-3.0%	-3.6%	0.5
COc1ccccc1/C=C/C=N/N1CCN(Cc2cccc3ccccc23)CC1	-1.5%	-0.8%	-7.6%	0.4%	-5.1%	8.4%	9.7%	-18.5%	5.7%	1.0
COc1ccc(NC(=O)c2cc(SC)ccc2Cl)cc1	1.0%	-6.0%	-10.0%	-0.4%	10.3%	-20.4%	-25.4%	-30.4%	-2.8%[46.1 µM]	24.6
CCC(=O)c1ccc(N2CCCC2)c(F)c1	-1.3%	15.5%	-0.1%	-0.6%	6.2%	?	?	0.1%	0.5%[46.1 µM]	0.1
O=C(Nc1cc(S(=O)(=O)N2CCOCC2)ccc1N1CCCCC1)c1ccc(Cl)cc1	-1.1%	-0.3%	-6.6%	-0.3%	.	8.8%	-11.9%	-20.7%	-4.3%	0.3
Cn1c(-c2ccccc2)c(CCO)c2ccccc21	-2.4%	3.7%	.	-0.5%	-4.0%	-1.2%	8.9%	-32.7%	-14.8%[46.1 µM]	1.9
CCCOc1ccc(/C=N/Nc2ccc(C(=O)O)cc2)c(OCCC)c1	-3.5%	4.7%	-2.4%	-0.5%	3.5%	-5.1%	?	9.8%	-5.7%	1.4
Cc1cccc(-n2cc(-c3ccccc3)c3c(N4CCOCC4)ncnc32)c1	-2.5%	-7.9%	3.5%	-1.4%	-9.1%	-3.1%	18.3µM*	-72.0%	5.0%	23.6
O=C(NCCN1CCN(c2ccccc2)CC1)c1ccc(NC(=O)C2CCCO2)cc1 (stereo unspecified)	-3.0%	0.2%	4.1%	-0.2%	-0.3%	1.9%	5.7%	0.0%	-3.0%	-2.6
CCOc1ccc(NC(=S)Nc2ccc(Br)cc2Cl)cc1	-0.2%	-19.5%	0.8%	-0.4%	-3.7%	16.4%	-1.3%	15.0%	-2.0%	2.9
C[C@H](CO)N1C[C@H](C)[C@@H](CN(C)S(=O)(=O)c2ccc(F)cc2)Oc2ccc(NC(=O)Cc3cn(C)c4ccccc34)cc2C1=O	1.7%	2.4%	5.2%	-0.2%	.	-2.1%	?	-15.7%	0.4%	.
CC(C)CN(C(=O)COC(=O)c1ccc2c(c1)NC(=O)CS2)C1CCS(=O)(=O)C1 (stereo unspecified)	-1.6%	-19.3%	3.5%	-0.4%	-9.8%	-1.3%	-1.3%	18.8%	2.5%	-0.5
S=c1[nH]nc(Nc2ccccc2)s1	-3.7%	5.9%	0.3%	-0.3%	-21.0%	-6.6%	?	29.3%	-0.3%	0.0

Molecules above that have a nitro group on carbon, in the order listed:
SMILES	TSG101-PTAP inh	a7 integrin act	AT treatment	B2AR arrestin	MLL CXXC-DNA inh	p53 reactivator	ELG1 DNA repair	BRCA1 expr act	TCR act	TRPV1 ag
CCCCn1c(N)c(Sc2ccccc2[N+](=O)[O-])c(=O)[nH]c1=O	0.5%	2.5%	-0.3%	-0.5%	-16.6%	-5.2%	-4.2%	-3.4%	1.4%	-0.2
Cc1ccc(NC(=O)CCC(=O)NNC(=O)COc2ccc([N+](=O)[O-])cc2)cc1C	0.5%	?	1.4%	-0.3%	3.2%	-0.4%	5.1%	-9.0%	-0.4%	-1.7
